Compound activity deposited in PubChem by several laboratories.
MrgX1 agonist = activates human MrgX1 receptor signaling; Q96LB2; MrgX1-HEK293 cells, Fluo-4 calcium fluorescence, agonist mode; stronger effect = higher value; B-score at 10 µM; 310,000 compounds, 0.44% hits;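 active means calcium response B-score plate-corrected fluorescence ratio at least 3 library SD, with starting fluorescence B-score inside 5 SD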
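Test system: HEK293 cells stably expressing human MrgX1 receptor; Input: fifteen thousand cells per well; Dosing: compound delivered in addition one of three; Schedule: overnight seeding, then 1 h dark dye loading; Technique: Fluo-4 NW calcium fluorescence; Measure: B-scored fluorescence response ratio; Controls: positive and negative controls per plate.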
HIF activator = HIF pathway transcriptional activation. U2OS HRE-luciferase reporter, luminescence; normalized: DMSO 0%, desferrioxamine 100%. activation, % at 7.5 µM (by protocol). AID 1910. 300,000 compounds, 0.32% hits;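 active means mean activation of at least 10% of the iron chelator positive control signal, with at least half of replicates also reaching 10%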
TRPC4 block = inhibitors of mouse TRPC4 channel; HEK293 TRPC4beta/mu-opioid, DAMGO-evoked Fluo4 calcium flux; stronger effect = lower value; Q9QUQ5; B-score at 10 µM; AID 2247; 300,000 compounds, 0.39% hits;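 active means B-score over 3 SD under the library average, no early fluorescence shift, positive overall ratio signal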
Target sequence (Q9QUQ5 whole entry, looked up): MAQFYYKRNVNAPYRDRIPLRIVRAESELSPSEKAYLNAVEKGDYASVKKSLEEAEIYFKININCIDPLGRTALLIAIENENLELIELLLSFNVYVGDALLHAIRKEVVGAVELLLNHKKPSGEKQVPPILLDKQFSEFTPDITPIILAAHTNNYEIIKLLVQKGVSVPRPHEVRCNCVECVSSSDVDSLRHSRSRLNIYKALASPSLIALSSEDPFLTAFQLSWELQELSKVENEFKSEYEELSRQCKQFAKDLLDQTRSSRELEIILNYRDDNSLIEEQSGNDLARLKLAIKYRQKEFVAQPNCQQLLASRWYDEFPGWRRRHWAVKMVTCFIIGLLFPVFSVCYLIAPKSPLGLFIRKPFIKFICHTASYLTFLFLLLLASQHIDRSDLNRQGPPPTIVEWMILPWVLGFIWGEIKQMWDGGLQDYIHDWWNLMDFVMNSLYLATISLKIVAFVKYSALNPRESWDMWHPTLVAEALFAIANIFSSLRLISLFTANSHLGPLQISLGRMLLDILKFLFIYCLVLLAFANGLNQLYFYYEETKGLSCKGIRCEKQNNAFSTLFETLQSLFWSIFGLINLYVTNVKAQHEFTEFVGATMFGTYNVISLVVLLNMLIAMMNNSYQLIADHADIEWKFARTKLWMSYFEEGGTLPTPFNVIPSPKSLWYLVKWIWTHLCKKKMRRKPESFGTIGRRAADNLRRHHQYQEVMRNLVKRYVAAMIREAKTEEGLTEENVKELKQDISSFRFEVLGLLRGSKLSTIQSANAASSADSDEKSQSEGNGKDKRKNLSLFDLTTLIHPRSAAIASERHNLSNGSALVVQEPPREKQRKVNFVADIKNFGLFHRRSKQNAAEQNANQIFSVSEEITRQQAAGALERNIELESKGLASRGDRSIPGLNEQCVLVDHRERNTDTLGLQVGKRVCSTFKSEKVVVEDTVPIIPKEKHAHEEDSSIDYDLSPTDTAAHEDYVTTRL
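Material: HEK293 cells with stable TRPC4beta plus mu-opioid receptor expression / Probe or stimulus: DAMGO in two steps, submaximal then maximal / Compound: single concentration per test compound / Technique: kinetic Fluo4 fluorescence imaging of calcium influx / Read-out: per-well B score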
TRPC4 agonist = opens the mouse TRPC4 cation channel | HEK293 TRPC4beta/mu-opioid, Fluo4 calcium fluorescence; stronger effect = higher value | B-score at 10 µM | 310,000 compounds, 0.49% hits;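 active means B-score above 5 SD of library B-scores, and initial fluorescence ratio not above library mean plus 5 SD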;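 further: positive B-score marks a calcium rise read as TRPC4 activation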
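Material: TRPC4beta and mu-opioid receptor HEK293 stable cells | Incubation: 45 min room-temperature Fluo4 loading, 110 s read | Detection: Kinetic Fluo4 calcium fluorescence | Measure: Integrated baseline-normalised fluorescence ratio, converted to per-well B score | Benchmarks: Low control buffer alone, high control maximal DAMGO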
AI-2 QS modul = Vibrio harveyi AI-2 quorum sensing modulation; activity change, % at 7.5 µM; AID 2094; 300,000 compounds, 0.4% hits; Vibrio harveyi JMH597 AI-2 luminescence/OD600 ratio, 9 h; stronger effect = lower value; strain lacks LuxN and CqsS sensors; 0 = neutral-control median; in the data active means activity change below about -75%, passing the limit was not always enough;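 further: luminescence divided by OD600 gain over 9 h not by final OD600 alone; inactives centre near 13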
PolyA inhibitor = blocks polyadenylation in yeast reporter cells | 300,000 compounds, 0.02% hits | S. cerevisiae SKY197-pL101 polyadenylation reporter, beta-gal luminescence; efflux-impaired pdr1/pdr3 knockout yeast; score 100 = 6 SD above DMSO | calls only at 12 µM | AID 1875;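 active means lowest replicate activity score at least 50, where 100 means six control SD above control mean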;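 further: yeast exposed to compound for 9 h at 30 °C; higher score means more reporter readthrough which indicates perturbed polyadenylation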
TRPC6 inh = blocks the mouse TRPC6 cation channel; Q61143; HEK293-TRPC6, membrane potential dye, ACh-evoked depolarization; stronger effect = lower value; B-score at 10 µM; 310,000 compounds, 1.1% hits; AID 2553;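 active means B-score under library mean minus 3 SD, initial fluorescence not abnormally high, positive integrated signal ratio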;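 further: B-score derived from integrated fluorescence ratio over the kinetic read; more negative B-score means stronger inhibition of depolarization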
TRPC4 potent = allosteric potentiators of mouse TRPC4 channel; 310,000 compounds, 0.42% hits; B-score at 10 µM; HEK293 TRPC4beta/mu-opioid, DAMGO EC20, Fluo-4 Ca2+ flux; stronger effect = higher value; Q9QUQ5;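 active means B-score of calcium response area above 5 SD of library B-scores, with initial fluorescence ratio within 5 SD of library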;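 further: B-score of integrated fluorescence ratio over time as area under calcium response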
TRPC6 act = activators of mouse TRPC6 channel. B-score at 10 µM. 310,000 compounds, 0.13% hits. Q61143. HEK293-TRPC6 membrane potential dye fluorescence; stronger effect = higher value. AID 2550;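 active means B-score of the integrated fluorescence ratio above library mean plus 3 SD, and starting fluorescence ratio within library mean plus 5 SD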;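 further: higher score means more depolarization so channel activation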
MrgX1 PAM = allosterically activates human MrgX1 receptor signaling. Q96LB2. MrgX1-HEK293, Fluo-4 calcium flux, FDSS; stronger effect = higher value. B-score at 10 µM. 310,000 compounds, 0.63% hits. AID 588675;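 active means plate-corrected calcium response at least 3 library SD above typical, normal starting fluorescence, not activating the receptor alone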;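 further: compound read alongside a low EC10 to EC30 dose of BAM8-22 agonist; peak minus trough fluorescence over baseline measured at the second addition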
MrgX1 antag = human MrgX1 receptor antagonism, primary screen | B-score at 10 µM | MRGX1-HEK293 calcium flux, Fluo-4, BAM8-22 antagonism; stronger effect = lower value | 310,000 compounds, 1.3% hits;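 active means calcium-response B-score plate-corrected more than 3 library SD below zero, starting fluorescence within 5 deviations, no agonist response on first addition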;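 further: peak minus trough fluorescence over baseline after final BAM8-22 challenge near maximal dose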
Active calls of the source: *; i = inactive; . = no result given. A portion of the library; rates above refer to the full screens.

SMILES	MrgX1 agonist	HIF activator	TRPC4 block	TRPC4 agonist	AI-2 QS modul	PolyA inhibitor	TRPC6 inh	TRPC4 potent	TRPC6 act	MrgX1 PAM	MrgX1 antag
Nc1cccc(-n2nncc2-c2ccc(Cl)cc2)c1	.	-0.3	i	i	23.5	i	i	i	i	.	.
COc1ccc2c(c1)CCc1c(C(=O)Nc3c(C)n(C)n(-c4ccccc4)c3=O)noc1-2	i	-0.1	i	i	30.9	i	i	i	i	i	i
CC(C)C[C@H](NC(=O)c1nc[nH]c1C(=O)NC1CCNCC1)C(=O)OCc1ccccc1	i	0.1	i	i	18.5	i	i	i	i	i	i
CCOC(=O)/C(C#N)=N/Nc1ccccc1OC	i	0.7	i	i	17.2	i	i	i	i	i	i
CC1CCCCN1CC(=O)NC(=O)NCc1ccccc1 (stereo not given)	i	-5.3	i	i	7.8	i	i	i	i	i	i
Cc1ccc(Sc2ccc(/C=N/O)cc2[N+](=O)[O-])cc1	i	-0.1	i	i	-76.3*	i	i	i	i	i	i
CC(=O)C1=C(C)N(CC2CC2)C(=O)N[C@H]1c1ccccc1	i	-0.4	i	i	13.1	i	i	i	i	i	i
CN1CCC(=NNC(=O)CN(c2cccc([N+](=O)[O-])c2)S(=O)(=O)c2ccccc2)CC1	i	-0.2	i	i	4.2	i	i	i	i	i	i
CS(=O)(=O)N(CC(=O)Nc1ccccc1C(=O)NCc1ccco1)c1ccccc1F	i	0.5	i	i	9.0	i	i	i	i	i	i
COc1ccc(/C=C/C(=O)c2ccc(O)cc2)cc1CN1CCOCC1	i	0.2	i	i	8.0	i	i	i	i	i	i
O=C(Nc1cccnc1)c1cccc(S(=O)(=O)N2CCCC2)c1	i	-0.1	i	i	6.3	i	i	i	i	i	i
COc1ccc(N(C(=O)c2cc3ccccc3oc2=O)C2C=CS(=O)(=O)C2)c(OC)c1 (stereo not given)	i	-0.4	i	i	11.2	i	i	i	i	i	i
CCC(=O)Nc1ccc(S(=O)(=O)Nc2ccc(Cl)nn2)cc1	i	-0.3	i	i	11.4	i	i	i	i	i	i
Cc1cc(SCC(=O)NC(=O)c2cccn2C)nc2ccccc12	i	-0.4	i	i	17.3	i	i	i	i	i	i
COc1ccc(NC(=O)c2ccc(-n3cccn3)nc2)cc1	i	0.4	i	i	-1.6	i	i	i	i	i	i
COc1ccc(-c2nn(-c3ccccc3)cc2C(=O)NC2CCC(C)CC2)cc1 (stereo not given)	i	0.4	i	i	14.5	i	i	i	i	i	i
COc1ccc(-c2nc(CS(=O)CC(=O)N3CCN(C)CC3)c(C)o2)cc1 (stereo not given)	i	0.2	i	i	18.6	i	i	i	i	i	i
C/C(=N\N=C(/N)c1nonc1N)c1ccc2c(c1)OCO2	i	4.3	i	i	25.4	i	i	i	i	i	i
CCC1CCC(NC2CCCCNC2=O)CC1 (stereo not given)	i	-0.5	i	i	20.9	i	i	i	i	i	i
COC(=O)CSc1ccc(S(=O)(=O)N2CCCCCC2)cc1[N+](=O)[O-]	i	0.2	i	i	4.6	i	i	i	i	i	i
O=C(CSc1ccccc1)Nc1cc(S(=O)(=O)N2CCOCC2)ccc1N1CCOCC1	i	-0.7	i	i	17.8	i	i	i	i	i	i
O=C(O)C(CC1CCCCC1)N1CCS(=O)(=O)CC1 (stereo not given)	i	0.2	i	i	18.0	i	i	i	i	i	i
C/C(=N\O)C(=O)NCc1ccncc1	i	0.0	i	i	13.3	i	i	i	i	i	i
CN1CCN(C(=O)/C(=C/c2ccccc2)c2ccccc2)CC1	i	0.7	i	i	19.5	i	i	i	i	i	i
O=C(Nc1cccc(S(=O)(=O)N2CCCCCC2)c1)c1ccc2c(c1)OCO2	i	-0.2	i	i	17.5	i	i	i	i	i	i

(listing goes on)
SMILES	MrgX1 agonist	HIF activator	TRPC4 block	TRPC4 agonist	AI-2 QS modul	PolyA inhibitor	TRPC6 inh	TRPC4 potent	TRPC6 act	MrgX1 PAM	MrgX1 antag
O=C(O)c1ccc2c(c1)N(Cc1cccc(F)c1)C(=O)CS2	i	-0.2	i	i	15.8	i	i	i	i	i	i
O=C(Nc1ccc(Cl)cn1)c1ccc(-c2ccc(Cl)c(Cl)c2)o1	i	0.1	i	i	50.1	i	i	i	i	i	i
NC(=O)C1CCN(C(=O)CCSCc2ccc(Cl)c(Cl)c2)CC1	i	0.4	i	i	-1.4	i	i	i	i	i	i
CN1CCN(c2ccc(S(=O)(=O)N3CCCCC3)cc2NC(=O)CSCc2ccccc2)CC1	i	-0.2	i	i	23.0	i	i	i	i	i	i
CCCCn1nnnc1SCC(=O)Nc1cccc(C)n1	i	-1.9	i	i	17.5	i	i	i	i	i	i
O=C(O)c1cc(N/N=C/c2cccnc2)ccc1Cl	i	-0.1	i	i	-0.6	i	i	i	i	i	i
O=C(NC1(C(F)(F)F)NC(=O)N(Cc2cccnc2)C1=O)c1ccc(F)cc1 (stereo not given)	i	-1.1	i	i	9.7	i	i	i	i	i	i
O=C(NCCc1c[nH]c2ccccc12)C(=O)NCC1OCCCN1S(=O)(=O)c1ccc(F)cc1 (stereo not given)	i	0.2	i	i	10.5	i	i	i	i	i	i
O=C(CSc1nc2cc([N+](=O)[O-])ccc2n1-c1ccc(F)cc1)NC1CCS(=O)(=O)C1 (stereo not given)	i	0.5	i	i	9.5	i	i	i	i	i	i
COc1ccc(NC(=O)CN2C(=O)COc3ccccc32)cc1OC	i	0.0	i	i	18.0	i	i	i	i	i	i
N#CCCCSc1nnc(CSc2nc3ccccc3s2)n1-c1ccccc1	i	-0.2	i	i	22.4	i	i	i	i	i	i
CC1CCCCC12NC(=O)N(CC(=O)OCC(=O)c1ccc(OC(F)F)cc1OC(F)F)C2=O (stereo not given)	i	1.5	i	i	2.5	i	i	i	i	i	i
O=S(=O)(CC(c1ccccc1)N1CCCCC1)c1ccc(Cl)cc1 (stereo not given)	i	-0.1	i	i	8.9	i	i	i	i	i	i
CCOC(=O)c1[nH]c(C)c(C(=O)OC(C)C(=O)Nc2ncc(Cl)cc2Cl)c1C (stereo not given)	i	1.3	i	i	4.7	i	i	i	i	i	i
COc1ccc(NC(=S)N2CCC(Cc3ccccc3)CC2)cc1OC	i	0.1	i	i	13.7	i	i	i	i	i	i
Cc1ccc(-c2cn3nc(-c4ccccc4)c(-c4ccccc4)nc3n2)cc1	i	-0.1	i	i	32.6	i	i	i	i	i	i
Cc1nn(-c2ccccc2)c2c1C(c1ccc(F)cc1)C(C#N)=C(N)O2 (stereo not given)	i	-54.6	i	i	43.3	i	i	i	i	i	-13.4*
CN(C)S(=O)(=O)c1ccc(-n2cccc2)cc1	i	0.0	i	i	17.5	i	i	i	i	i	i
COc1ccc(-n2nc([N+](=O)[O-])c(=NCc3ccco3)n2O)cc1	i	2.7	i	i	59.5	i	i	i	i	i	i
O=S(=O)(NCCc1ccccc1)c1ccccc1	i	0.8	i	i	-31.4	i	i	i	i	i	i
CCn1c(Cc2cccs2)nnc1SCC(=O)c1ccc(C)cc1	i	1.9	i	i	26.5	i	i	i	i	i	i
O=[N+]([O-])c1cccc(S(=O)(=O)Nc2nc3ccccc3nc2Nc2cccc(S(=O)(=O)N3CCCCC3)c2)c1	.	-0.2	i	i	21.0	i	i	i	i	.	.
CCOC(=O)c1c(CN(C)C)n(-c2ccccc2)c2cc(Br)c(O)cc12	i	0.3	i	i	7.7	i	i	i	i	i	i
CSc1sc(C)cc1C1C(C#N)=C(N)N(c2cccnc2)C2=C1C(=O)CC(C)(C)C2 (stereo not given)	i	-0.4	i	i	24.8	i	i	i	i	i	i
CCn1c2nc(SCCN3CCOCC3)nnc2c2cc(C)cc(C)c21	i	-0.1	i	i	17.9	i	i	i	i	i	i

(more compounds)
SMILES	MrgX1 agonist	HIF activator	TRPC4 block	TRPC4 agonist	AI-2 QS modul	PolyA inhibitor	TRPC6 inh	TRPC4 potent	TRPC6 act	MrgX1 PAM	MrgX1 antag
Cc1nc2cc(NS(=O)(=O)c3c(C)c(C)cc(C)c3C)ccc2s1	i	-0.2	i	i	-4.9	i	i	i	i	i	i
Cn1cnc(S(=O)(=O)N2CCN(C(c3ccccc3)c3ccccc3)CC2)c1	i	-0.2	i	i	9.1	i	i	i	i	i	i
O=C(Nc1ccc(F)cc1)c1ccc2c(=O)n(CC3CCCO3)c(=S)[nH]c2c1 (stereo not given)	i	-1.0	i	i	18.2	.	i	i	i	i	i
COCCCNC(=O)Cn1cc(C(=O)c2cccs2)c2ccccc21	i	-0.1	i	i	27.8	i	i	i	i	i	i
CC1=C(C(=O)N(C)C)C(c2ccccc2OC(F)F)NC(=O)N1 (stereo not given)	i	-0.3	i	i	11.1	i	i	i	i	i	i
Cc1onc(-c2ccccc2)c1CNC(=O)Nc1cccc(Cl)c1	i	0.1	i	i	26.9	i	i	i	i	i	-6.55*
O=C(c1ccco1)N1CCN(c2ccc([N+](=O)[O-])c(N3CCOCC3)c2)CC1	i	-0.7	i	i	60.0	i	i	i	i	i	i
O=C(c1ccc(F)cc1)N(NC(=O)C(O)(c1ccccc1)c1ccccc1)c1ccccc1	i	-0.1	i	i	22.7	i	i	i	i	i	i

One compound at a time (already shown). Order of screens: MrgX1 agonist | HIF activator | TRPC4 block | TRPC4 agonist | AI-2 QS modul | PolyA inhibitor | TRPC6 inh | TRPC4 potent | TRPC6 act | MrgX1 PAM | MrgX1 antag
O=C(Nc1ccc(F)cc1)c1ccc2c(=O)n(CC3CCCO3)c(=S)[nH]c2c1 (stereo not given) reads i | -1.0 | i | i | 18.2 | . | i | i | i | i | i
Cn1cnc(S(=O)(=O)N2CCN(C(c3ccccc3)c3ccccc3)CC2)c1 reads i | -0.2 | i | i | 9.1 | i | i | i | i | i | i
O=C(c1ccco1)N1CCN(c2ccc([N+](=O)[O-])c(N3CCOCC3)c2)CC1 reads i | -0.7 | i | i | 60.0 | i | i | i | i | i | i
CC1=C(C(=O)N(C)C)C(c2ccccc2OC(F)F)NC(=O)N1 (stereo not given) reads i | -0.3 | i | i | 11.1 | i | i | i | i | i | i
Cc1nc2cc(NS(=O)(=O)c3c(C)c(C)cc(C)c3C)ccc2s1 reads i | -0.2 | i | i | -4.9 | i | i | i | i | i | i
